Bim-Bcl-XL: disrupts Bim peptide binding to human Bcl-XL | Q07817 | bead flow cytometry, fluorescence | inhibition, % at 10 µM | hit rate 0.04% among 190,000 | AID 1007
Target sequence (Q07817 whole entry, looked up): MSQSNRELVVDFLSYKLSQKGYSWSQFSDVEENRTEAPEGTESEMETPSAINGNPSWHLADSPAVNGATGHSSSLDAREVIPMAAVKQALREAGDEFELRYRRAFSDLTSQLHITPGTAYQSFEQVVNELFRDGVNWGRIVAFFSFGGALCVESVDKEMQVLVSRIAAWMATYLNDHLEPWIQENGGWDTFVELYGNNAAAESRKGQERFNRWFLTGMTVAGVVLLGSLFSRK
Bim-Bfl-1: inhibitors of Bim-Bfl-1 interaction, human; Q16548; Bead-based flow cytometry, Bim-Bfl-1 binding inhibition; inhibition, % at 10 µM; hit rate 0.12% among 190,000; AID 1008;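 note: 0% = wells without compound plus tracer and 100% = blocker peptide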
Bcl-W Bim block: human Bim-Bcl-W interaction inhibition | Q92843 | hit rate 0.02% among 190,000 | bead-based flow cytometry, Bim peptide-Bcl-W binding | inhibition, % at 10 µM;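 note: 0% = bound tracer without compound and 100% = peptide blocker; higher means less fluorescent Bim peptide bound to Bcl-W beads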
Target sequence (Q92843 whole entry, looked up): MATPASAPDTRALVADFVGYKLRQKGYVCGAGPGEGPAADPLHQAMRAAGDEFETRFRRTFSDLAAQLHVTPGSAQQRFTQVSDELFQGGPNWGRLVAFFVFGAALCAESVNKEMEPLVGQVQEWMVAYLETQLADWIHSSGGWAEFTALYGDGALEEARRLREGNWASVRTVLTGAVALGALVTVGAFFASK
Bim-Bcl-2: inhibitors of Bim-Bcl-2 interaction, human; P10415; Bead-based flow cytometry, Bim peptide-Bcl-2 binding; inhibition, % at 10 µM; hit rate 0.06% among 190,000; AID 950; in the data active = inhibition above about 40%; inconclusive = no clear call, values can overlap the other calls;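 note: 0% = no compound wells with probe peptide and 100% = reference peptide inhibitor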
ABCB1 inh: inhibitors of human ABCB1 transporter, ABCG2 counter-screen; hit rate 0.067% among 190,000; P08183; CCRF-Adr cells, JC-1 efflux, flow cytometry; inhibition, % at 6.6 µM; in the data active = inhibition above about 40%;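 note: 0% = vehicle and 100% = reference inhibitor; higher value means more JC-1 retained so stronger ABCB1 efflux block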
Avidin fluor: compound fluoresces at 488/530 nm on avidin beads. AID 1775. hit rate 0.38% among 220,000. compound fluorescence 488/530 nm, flow cytometry; hits give high values. fluorescence (KMESF) at 10 µM; in the data active = fluorescence above about 47; note: inactives centre near 10
GSH bead fluor: GSH bead compound fluorescence profile; GSH beads flow cytometry, compound fluorescence 488/530 nm; hits give high values; hit rate 0.25% among 190,000; AID 1776; fluorescence (KMESF) at 10 µM; in the data active = fluorescence above about 89;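 note: glutathione beads carrying GST-tagged Bcl family fusion proteins plus one bare bead set; values are compound well signal with DMSO vehicle wells as background; inactives centre near 16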
ABCG2 inh: blocks JC-1 efflux by human ABCG2 transporter; inhibition, % at 6.6 µM; Q9UNQ0; IgMXP3 cells, flow cytometry; hit rate 0.1% among 190,000;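 active = inhibition above 80%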;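 note: 0% = DMSO and 100% = nicardipine control wells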
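System: two drug-resistant human cell lines, ABCG2 and ABCB1; controls: nicardipine high and DMSO low controls; times: 10 min exposure at 25 °C with rotation, no wash; detection: flow cytometry of retained JC-1 fluorescence; read-out basis: percent efflux inhibition, scaled nicardipine 100% to DMSO 0%; doses: one concentration, 6.6 µM final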
Bim-Bcl-B: inhibitors of Bim-Bcl-B interaction, human. inhibition, % at 10 µM. Q9HD36. hit rate 0.073% among 190,000. bead-based flow cytometry, Bim peptide-Bcl-B binding. AID 951;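 note: 0% = tracer peptide without compound and 100% = reference inhibitor peptide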
Target sequence (Q9HD36 whole entry, looked up): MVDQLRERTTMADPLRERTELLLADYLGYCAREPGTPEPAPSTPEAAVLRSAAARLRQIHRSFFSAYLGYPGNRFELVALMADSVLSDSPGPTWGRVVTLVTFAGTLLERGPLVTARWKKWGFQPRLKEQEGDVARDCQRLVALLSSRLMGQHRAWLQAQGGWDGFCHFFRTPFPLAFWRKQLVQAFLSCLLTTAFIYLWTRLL
RGS4-Gao reg: modulates binding of RGS4 to human Galphao. AID 1415. binding response (% of control), % at 10 µM. hit rate 0.33% among 220,000. Multiplexed bead flow cytometry; actives lie on both sides; in the data active = binding response below about 49% or above about 150%; inactive = in between;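 note: fluorescent Galphao activated with aluminum fluoride binding bead-coupled RGS4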
Target sequence (P09471 whole entry, looked up): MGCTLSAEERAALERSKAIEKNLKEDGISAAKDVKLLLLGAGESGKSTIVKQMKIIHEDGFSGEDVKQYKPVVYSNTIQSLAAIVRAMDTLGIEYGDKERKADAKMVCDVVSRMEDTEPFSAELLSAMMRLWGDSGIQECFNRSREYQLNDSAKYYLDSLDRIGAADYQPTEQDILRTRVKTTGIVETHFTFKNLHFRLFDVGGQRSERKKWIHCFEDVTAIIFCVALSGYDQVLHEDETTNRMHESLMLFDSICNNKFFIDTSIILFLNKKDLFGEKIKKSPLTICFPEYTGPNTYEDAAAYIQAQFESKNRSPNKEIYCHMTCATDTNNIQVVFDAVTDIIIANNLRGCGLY
RGS7-Gao: regulators of human RGS7-Galphao interaction. Multiplexed bead flow cytometry, RGS7-Galphao binding; actives lie on both sides. AID 1439. hit rate 0.35% among 220,000. P09471. binding response (% of control), % at 10 µM; in the data active = binding response below about 49% or above about 150%; inconclusive = no clear call, values can overlap the other calls; inactive = in between;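 note: fluorescent Galphao held in activated GDP-AlF4 state binding bead-coupled RGS7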
* marks the source's active call; other numbers are inactive results; ? = inconclusive; · = no result given; [ ] = dose if it differs, or a comment. Cut-off read from the data, not from the text of the source, unless noted: active = inhibition above about 40%. Outcome played no part in choosing rows; about 1.3% have a hit in one of these screens.

SMILES,Bim-Bfl-1,RGS7-Gao,Bcl-W Bim block,Avidin fluor,ABCB1 inh,GSH bead fluor,ABCG2 inh,RGS4-Gao reg,Bim-Bcl-2,Bim-Bcl-XL,Bim-Bcl-B
COc1ccc(Br)cc1CN1CCCC(C(=O)N2CCCCCC2)C1 (stereo not given),-5,99,-2,13,1.3,22,-5,99,-2,-7,-4
OCC1(CCCc2ccccc2)CCN(Cc2cnc(N3CCOCC3)s2)CC1,-6,102,-3,6,0.2,16,0,96,-2,-8,-7
COC(=O)[C@H]1CCCN1C(=O)Nc1cccc(Oc2c(F)c(F)c(F)c(F)c2F)c1,-6,100,-4,23,0.7,17,3,101,-3,-4,-4
O=C1C2CC=CCC2C(=O)N1c1ccc(NCCc2ccccc2)c([N+](=O)[O-])c1 (stereo not given),-2,104,0,7,2.8,9,43,98,-5,-4,-5
CCOC(=O)N1CCN(c2c(Nc3ccc4c(c3)OCCO4)c(=O)c2=O)CC1,-12,99,0,8,-2.2,19,-4,99,-6,-3,-7
O=C1C(C=NCCCN2CCOCC2)=C(O)c2ccccc21,2,103,2,7,0.9,63,3,102,3,3,2
COc1ccc(-c2c(C)oc3cc(O)cc(O)c3c2=O)cc1OC,-7,98,0,6,1.1,18,17,95,-3,-3,-2
CCc1cccc(NC(=O)CN(c2ccc(OC)cc2)S(=O)(=O)c2c(C)n[nH]c2C)c1,-7,101,2,13,-0.3,15,23,99,-5,1,-5
O=C(/C=C/c1ccco1)Nc1cccc(S(=O)(=O)N2CCOCC2)c1,-3,95,0,13,0.4,12,0,97,-7,-4,-5
O=C(Cn1nc(-c2cccc(Cl)c2)ccc1=O)Nc1ccccc1Br,-4,95,-1,12,0.1,12,1,94,-4,0,1
Cn1nnnc1SCCNCc1cccc2ccccc12,-10,105,4,10,1.7,64,9,107,0,2,-5
COc1ccc(C)cc1S(=O)(=O)N(C)CC(=O)NC1CCCC1,3,98,-3,13,0.1,9,2,103,1,-6,-5

(next part)
SMILES,Bim-Bfl-1,RGS7-Gao,Bcl-W Bim block,Avidin fluor,ABCB1 inh,GSH bead fluor,ABCG2 inh,RGS4-Gao reg,Bim-Bcl-2,Bim-Bcl-XL,Bim-Bcl-B
CC(C)C(C(=O)Nc1ccccc1)N1C(=O)c2ccccc2C1=O (stereo not given),-2,99,-9,20,0.4,13,2,101,-4,-7,-7
COc1ccc(C(=O)Cn2nnc(-c3cccs3)n2)cc1,-10,103,4,5,-0.1,40,-1,102,-5,0,-9
COc1cccc(C(=O)N(CN2CCCC2=O)c2ccccc2OC)c1,-1,98,-3,14,1.4,23,2,99,-1,-4,-5
CCCCC(=O)Nc1nnc(CCOC)s1,-4,105,0,10,0.4,25,0,101,0,-3,-2
CCn1c(CNC(=O)Cc2ccc(OC)cc2)nnc1SCC(=O)Nc1nccs1,-9,104,0,19,0.5,37,1,98,-6,-2,-7
COc1c2ccoc2nc2c(OC)cccc12,-1,96,0,13,0.3,8,2,96,0,0,0
Cc1onc(-c2ccccc2)c1C(=O)NCC1COc2ccccc2O1 (stereo not given),-16,91,-4,11,0.6,25,17,94,-12,-15,-9
CCN(CC)C(=O)C1=C(C)NC(=O)NC1c1c(F)cccc1Cl (stereo not given),-14,101,-1,8,-0.2,40,-1,102,-8,-3,-13
CCN(CC)c1ccc(NC(=O)CSc2nc(C)cc(=O)[nH]2)cc1,-9,100,1,9,0.2,23,1,101,-7,-3,-5
COc1cccc(C=Nc2ccc3c(c2)OCCO3)c1O,-9,101,1,16,0.4,33,2,103,-12,-1,-6
Cc1nc2ncnn2c(C)c1CCC(=O)N1CCOCC1,0,101,0,15,0.1,7,4,109,-3,1,5
CC(C)CNC(=S)NNC(=O)c1csc2c1CCC(C)C2 (stereo not given),0,100,-4,28,0.1,16,2,104,-3,-1,-16

Additional structures
SMILES,Bim-Bfl-1,RGS7-Gao,Bcl-W Bim block,Avidin fluor,ABCB1 inh,GSH bead fluor,ABCG2 inh,RGS4-Gao reg,Bim-Bcl-2,Bim-Bcl-XL,Bim-Bcl-B
Cc1cccc(C)c1N1CCc2cn[nH]c21,-2,102,-3,48*,0.5,12,2,102,-6,-4,-7
Cc1onc(-c2ccccc2Cl)c1C(=O)N(Cc1nc(-c2ccccc2)no1)C1CCCCC1,4,101,2,5,1.9,44,3,100,1,4,4
O=C(CSc1nnc(-c2ccncc2)n1Cc1ccco1)Nc1ccccc1Cl,-1,98,-1,11,0.8,32,6,95,0,-5,-4
Fc1ccccc1-n1cn[nH]c1=S,0,103,2,10,-0.4,26,-3,102,0,0,-32
CC(C)(C)SCCNC(=O)/C=C/c1ccc([N+](=O)[O-])cc1,-8,98,-4,18,1.1,17,19,98,-8,-7,-5
COCc1cc(=O)[nH]c(-c2ccccc2)n1,5,96,-1,12,2.2,18,8,99,0,0,4
CCN(CC)C(=O)Cn1ncc2c1-c1ccccc1OC2,-11,96,1,8,-3.0,25,-4,98,-10,-4,-8
O=C(NC(=S)N1CCOCC1)C12CC3CCC(CC(C3)C1)C2,3,101,-2,11,-0.1,13,23,101,4,1,-8
CCO[C@H]1OC(C(=O)Nc2ccccc2)=C[C@@H](c2cn(C(C)=O)c3ccccc23)[C@@H]1CCCO,-3,106,2,6,10,20,8,104,0,-4,-3
O=C(Cc1cn(Cc2cccc(Cl)c2)c2ccccc12)N1CCCC1,2,94,0,7,8.9,19,8,94,-1,0,-4
COc1cc2[nH]c(=S)n(CCN3CCCCC3C)c(=O)c2cc1OC (stereo not given),-6,94,-2,8,-4.2,28,-6,94,-3,-2,-5
CC(C)n1c(-c2cccs2)nc2ccccc21,-1,97,-7,21,0.2,13,0,98,-4,-6,-6

Continuation:
SMILES,Bim-Bfl-1,RGS7-Gao,Bcl-W Bim block,Avidin fluor,ABCB1 inh,GSH bead fluor,ABCG2 inh,RGS4-Gao reg,Bim-Bcl-2,Bim-Bcl-XL,Bim-Bcl-B
c1ccc(-n2c(-c3ccncc3)nnc2N2CCOCC2)cc1,1,103,-1,38,0.3,13,2,101,2,0,-1
Cc1ccccc1C(=O)Nc1ccccc1N1CCCCC1,-16,113,-3,6,0.4,19,1,99,-5,-3,-10
N#Cc1nc(COc2ccc(-c3ccccc3)cc2)oc1NCc1cccnc1,-2,202*[activator],-1,·,14,53,15,153*[activator],-3,2,-3
CC1CC(Nc2ccccc2N)=CC(=O)O1 (stereo not given),-8,110,3,27,0.0,45,1,103,-4,-5,-4
CC(C)C1S/C(=N/N=C/c2cccs2)NC1=O (stereo not given),1,123,0,15,0.0,9,2,108,4,0,3
O=C(CCN1C(=O)c2ccccc2S1(=O)=O)Nc1cccc2ccccc12,-3,100,-2,10,2.0,11,48,97,0,-1,-4
CC1CC(C)CN(c2oc(Cc3ccccc3)nc2C#N)C1 (stereo not given),0,99,-4,2,2.1,9,16,99,0,-4,-3
C/C(=N\NC(=O)Cc1c[nH]c2ccccc12)c1ccc2ccccc2c1,-2,?,0,8,0.1,11,-1,97,-4,-2,-2
CCOC(=O)c1sc2nc(NC(=O)C3CCCCC3)sc2c1C,-10,94,0,8,-0.1,21,0,95,-6,-5,-6
COc1ccccc1-c1cc(C(F)(F)F)nc(NCc2cccs2)n1,0,98,-3,1,7.1,13,7,99,-2,-4,-3
CC(=O)NCC(=O)OCC(=O)Nc1nc(-c2ccccc2)cs1,-6,96,0,20,-0.1,10,1,101,-4,-2,-2
COc1ccc(Cl)cc1NC(=S)N1CCN(C(=O)c2ccco2)CC1,4,99,0,11,0.6,25,6,94,0,-1,-6

13 successive compounds out of the list so far, quoted:
SMILES,Bim-Bfl-1,RGS7-Gao,Bcl-W Bim block,Avidin fluor,ABCB1 inh,GSH bead fluor,ABCG2 inh,RGS4-Gao reg,Bim-Bcl-2,Bim-Bcl-XL,Bim-Bcl-B
CC(C)n1c(-c2cccs2)nc2ccccc21,-1,97,-7,21,0.2,13,0,98,-4,-6,-6
c1ccc(-n2c(-c3ccncc3)nnc2N2CCOCC2)cc1,1,103,-1,38,0.3,13,2,101,2,0,-1
Cc1ccccc1C(=O)Nc1ccccc1N1CCCCC1,-16,113,-3,6,0.4,19,1,99,-5,-3,-10
N#Cc1nc(COc2ccc(-c3ccccc3)cc2)oc1NCc1cccnc1,-2,202*[activator],-1,·,14,53,15,153*[activator],-3,2,-3
CC1CC(Nc2ccccc2N)=CC(=O)O1 (stereo not given),-8,110,3,27,0.0,45,1,103,-4,-5,-4
CC(C)C1S/C(=N/N=C/c2cccs2)NC1=O (stereo not given),1,123,0,15,0.0,9,2,108,4,0,3
O=C(CCN1C(=O)c2ccccc2S1(=O)=O)Nc1cccc2ccccc12,-3,100,-2,10,2.0,11,48,97,0,-1,-4
CC1CC(C)CN(c2oc(Cc3ccccc3)nc2C#N)C1 (stereo not given),0,99,-4,2,2.1,9,16,99,0,-4,-3
C/C(=N\NC(=O)Cc1c[nH]c2ccccc12)c1ccc2ccccc2c1,-2,?,0,8,0.1,11,-1,97,-4,-2,-2
CCOC(=O)c1sc2nc(NC(=O)C3CCCCC3)sc2c1C,-10,94,0,8,-0.1,21,0,95,-6,-5,-6
COc1ccccc1-c1cc(C(F)(F)F)nc(NCc2cccs2)n1,0,98,-3,1,7.1,13,7,99,-2,-4,-3
CC(=O)NCC(=O)OCC(=O)Nc1nc(-c2ccccc2)cs1,-6,96,0,20,-0.1,10,1,101,-4,-2,-2
COc1ccc(Cl)cc1NC(=S)N1CCN(C(=O)c2ccco2)CC1,4,99,0,11,0.6,25,6,94,0,-1,-6

(next part)
SMILES,Bim-Bfl-1,RGS7-Gao,Bcl-W Bim block,Avidin fluor,ABCB1 inh,GSH bead fluor,ABCG2 inh,RGS4-Gao reg,Bim-Bcl-2,Bim-Bcl-XL,Bim-Bcl-B
Cc1onc(-c2ccccc2)c1C(=O)N1CC(C)OC(C)C1 (stereo not given),0,98,0,22,0.5,14,3,101,-1,-1,0
Cc1noc(C)c1CSc1nc2sc(C)c(C)c2c(=O)n1-c1ccccc1,-9,101,-1,12,6.2,34,13,103,-9,5,-10
O=C(Nc1ccccc1)C1CC=CCC1C(=O)OCC1CCCO1 (stereo not given),-11,101,0,7,-0.1,45,-1,107,-4,6,-8
Cc1noc(C)c1COC(=O)C1CC(O)CN1S(=O)(=O)c1ccc(Cl)cc1 (stereo not given),-3,96,0,7,1.3,71,2,100,-4,-3,-4
COc1ccc(Cc2nnc(SCC(=O)N3CCN(c4ccccc4)CC3)o2)cc1,-15,99,-2,14,1.9,42,3,101,-8,-9,-9
O=C1OCCC1S(=O)(=O)c1ccc2ccccc2c1 (stereo not given),-1,93,-3,3,-0.9,11,-3,95,0,-5,-5
CCN(CC)CCn1c(NC(=O)c2ccc(C(F)(F)F)cc2)nc2ccccc21,-6,104,-2,14,2.7,17,9,103,-4,-4,-3
CCOC(=O)C1=C(O)CSC1=Nc1ccccc1,-7,99,1,13,-0.3,46,5,101,-4,0,-6
COc1ccc(-n2nnc3c(SCC(=O)c4ccccc4)ncnc32)cc1,-3,100,0,33,0.0,12,1,101,-1,-3,-2

Screening results (PubChem BioAssay)
